Source: PubChem
PhoP GFP inhibition: PhoP regulon inhibitors, Salmonella typhi PhoP promoter GFP reporter, confirmatory (AID 1850). one-dose inhibition, % at 50 µM; IC50 in µM for titrated hits. Salmonella Typhi PhoP-promoter GFP reporter, fluorescence, 4 h; higher % means a stronger effect. 0.33% of 310,000 active; in the data active means a potency from the dose series; inconclusive means inhibition mostly from about 25% at the one dose, without a potency; inactive means the rest, 99 in 100 with inhibition below about 19%;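 further: 0% = induced wells with vehicle and 100% = uninduced wells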
tuberculosis growth: growth inhibition of non-replicating M. tuberculosis (AID 488890); Mycobacterium tuberculosis non-replicating, growth inhibition; higher % means a stronger effect; 0.39% of 320,000 active; inhibition, % at 25 µM; hits with a dose series show IC50 in µM; in the data active means a potency from the dose series; inconclusive means inhibition mostly from about 82% at the one dose, without a potency; inactive means the rest, 99 in 100 with inhibition below about 76%;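 further: plate controls were DMSO cells for no effect and high antibiotic wells for full effect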
H1N1 NS1A inhibition: NS1A inhibition, H1N1 influenza, cell based functional assay (AID 504329); NS1A functional cell-based assay, percent inhibition; higher % means a stronger effect; one-dose inhibition, % at 12.5 µM; IC50 in µM for titrated hits; 0.3% of 340,000 active; in the data active means a potency from the dose series; inconclusive means inhibition above about 27% without an active follow-up result; further: strong numbers were not always called active
inhibitors of VEEV: inhibitors of VEEV TC-83 cytopathic effect, confirmation, Vero cells (AID 588727). 0.13% of 350,000 active. inhibition, % at 20 µM, or IC50 in µM where a hit was titrated. Vero cells, VEEV TC-83 cytopathic effect inhibition; higher % means a stronger effect; in the data active means a potency from the dose series; inconclusive means inhibition mostly from about 14% at the one dose, without a potency; inactive means the rest, 99 in 100 with inhibition below about 12%; further: strong numbers were not always called active
M. tuberculosis HTS: M. tuberculosis growth inhibition, HTS (AID 449762); inhibition, % at 25 µM; hits with a dose series show IC50 in µM; M. tuberculosis H37Rv growth inhibition, 7H9 media; higher % means a stronger effect; 0.59% of 330,000 active; in the data active means a potency from the dose series; inconclusive means inhibition above about 70% without an active follow-up result;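 further: bacterial growth assessed after seven days of incubation; strong numbers were not always called active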
inhibitors of VEEV 10K pilot screen: recorded beside inhibitors of VEEV, whose call it bears; inhibition, %; measured here: 10K pilot screen inhibition
Starred values were filed as active, the others as inactive; i = inactive; ? = inconclusive; · = no result given.

SMILES | PhoP GFP inhibition | tuberculosis growth | H1N1 NS1A inhibition | inhibitors of VEEV | M. tuberculosis HTS | others
COC(=O)Cc1[nH]nc2c1C(C1C=CCCC1)C(C#N)=C(N)O2 (stereo not given) | 0% | -4% | 11% | 4.5% | -3%
C=CCNC(=S)Nc1cccc(N)c1 | 9% | -11% | -3% | 0.4% | 6%
COC(=O)CCN(C(=O)c1cc(OC)c(OC)c(OC)c1)c1ccccn1 | 13% | 5% | -10% | 1.5% | -9%
O=c1[nH]ncn1-c1ccc(Br)cc1 | 10% | -16% | 5% | 1.5% | -4%
CCNC(=O)C(C)Sc1ccc(Cl)cc1 (stereo not given) | -7% | · | 26% | 3.3% | 5% | inhibitors of VEEV 10K pilot screen=0.8
COc1cccc(NC(=O)CN(C)C(=O)c2ccc(-c3ccccc3Cl)o2)c1 | -13% | 8% | -8% | 9.4% | -11%
COc1ccc(NC(=O)c2cccc(N3C(=O)C4C5C=CC(C5)C4C3=O)c2)c(OC)c1 (stereo not given) | 8% | 15% | 2% | 3.3% | 1%
O=C(CCN1C(=O)S/C(=C\c2cccs2)C1=O)NC1=NCCS1 | 6% | 41% | -4% | 1.1% | 6%
CCN(CC(=O)NCc1cccs1)C(=O)c1ccc(S(=O)(=O)Nc2cccc(C)c2C)cc1 | -6% | 23% | -2% | 6.5% | -6%
COc1ccc(-c2nc(N3CCN(C)CC3)sc2-c2ccc(OC)cc2)cc1 | 4% | 31% | 20% | 2.8% | 65%
CCc1c(C)c(C#N)c2nc3ccccc3n2c1NCc1ccco1 | -11% | 20% | -3% | 4.5% | 6%
O=C(CSc1nnc(-c2cccs2)n1-c1ccccc1)N1CCCc2ccccc21 | 4% | 2% | -6% | 0.5% | 15%
Cc1ccc(NC(=O)CC2OC(=O)c3ccccc32)cc1S(=O)(=O)N1CCOCC1 (stereo not given) | · | 5% | -2% | i | -12%
Cc1csc(SCc2nc3scc(-c4ccccc4)c3c(=O)[nH]2)n1 | -7% | 45% | -6% | 0.9% | -1%
O=C(CNC(=O)c1ccc(Cl)cc1Cl)OCN1C(=O)c2ccccc2C1=O | -3% | -20% | 11% | 1.1% | 5%
CCCCn1cnc2c(c(-c3ccccc3)c(-c3ccccc3)n2Cc2ccco2)c1=N | 12% | ? | · | i | 75µM*
O=C(CCNC(=O)c1ccccc1Cl)Nc1nc(-c2ccccc2Cl)cs1 | -8% | -3% | 7% | i | 5%
Cc1ccc(-c2nc(CS(=O)CC(=O)NCc3ccc4c(c3)OCO4)c(C)o2)cc1 (stereo not given) | -2% | 27% | -11% | 2.1% | -9%
CC1(C)Cc2c(sc(NC(=O)COc3ccc(Cl)cc3)c2C(N)=O)C(C)(C)N1 | 31% | 0% | -3% | 0.8% | 6%
Cc1cc(C)c(S(=O)(=O)NC2CC(C)(C)NC(C)(C)C2)cc1Br | -2% | 26% | -9% | i | 0%

In the list so far, these have two or more sulfur atoms:
SMILES | PhoP GFP inhibition | tuberculosis growth | H1N1 NS1A inhibition | inhibitors of VEEV | M. tuberculosis HTS | others
O=C(CCN1C(=O)S/C(=C\c2cccs2)C1=O)NC1=NCCS1 | 6% | 41% | -4% | 1.1% | 6%
CCN(CC(=O)NCc1cccs1)C(=O)c1ccc(S(=O)(=O)Nc2cccc(C)c2C)cc1 | -6% | 23% | -2% | 6.5% | -6%
O=C(CSc1nnc(-c2cccs2)n1-c1ccccc1)N1CCCc2ccccc21 | 4% | 2% | -6% | 0.5% | 15%
Cc1csc(SCc2nc3scc(-c4ccccc4)c3c(=O)[nH]2)n1 | -7% | 45% | -6% | 0.9% | -1%

Following part
SMILES | PhoP GFP inhibition | tuberculosis growth | H1N1 NS1A inhibition | inhibitors of VEEV | M. tuberculosis HTS | others
Cc1n[nH]c(C)c1S(=O)(=O)N1CCCCCC1 | 3% | -3% | 3% | 0.0% | 9%
CC(C)CC(C(=O)OCC(=O)c1c(N)n(C)c(=O)n(C)c1=O)N1C(=O)c2ccccc2C1=O (stereo not given) | 3% | -26% | 3% | 1.5% | 1%
O=C(CC(=O)c1ccccc1)Nc1cc(C(F)(F)F)ccc1Cl | -13% | -4% | -4% | 1.3% | -9%
Nc1cc(=O)[nH]n1C1CCCC1 | 0% | -19% | -3% | 2.1% | -9%
Cn1ccsc1=NC(=O)c1ccc(S(=O)(=O)C(F)F)cc1 | 2% | -2% | 4% | 2.4% | -5%
Cc1nn(-c2ccccc2)c2c1C(=O)N(Cc1ccccc1)C(=O)C(C)(C)C2 | -1% | 14% | 7% | 7.3% | -3%
CCC1=Nc2cc(C(=O)N3CCCCC3)ccc2Sc2ccc(C)cc21 | 2% | 28% | 5% | 1.8% | 11%
CCCCn1c(N)c(N(CCOC)C(=O)c2ccc3c(c2)OCCO3)c(=O)[nH]c1=O | 2% | -8% | -17% | 3.6% | -3%
Cc1ccc(-n2c(C)nnc2SCC(=O)N2CCc3ccccc3C2)cc1 | -18% | 5% | -7% | 0.2% | 2%
Cc1cccc(-n2cnc3cc(C(=O)N4CCc5ccccc54)ccc32)c1 | -2% | 49% | 5% | 0.4% | 48%
Cc1cccc(NC(=O)c2ccccc2NC(=O)c2ccco2)c1 | -1% | 20% | -10% | 8.4% | -3%
CCOC(=O)c1nn(-c2ccccc2Cl)c(=O)cc1OCC(=O)Nc1cccc(OC)c1 | 7% | -9% | -2% | 0.4% | 5%
CCOC(=O)C1=C(C)N=C2SC(C)C(=O)N2C1/C=C/c1ccccc1OC (stereo not given) | 8% | 13% | -8% | 2.2% | 0%
CCOC(=O)N1CCN(C(=O)c2cc3cc(Br)ccc3oc2=O)CC1 | 0% | 3% | 2% | 0.4% | -14%
C/C(=N\N=C1/NC(=O)C(C)S1)c1ccc([N+](=O)[O-])cc1 (stereo not given) | 2% | 49% | 1% | 1.3% | 7%
Cc1ccc(S(=O)(=O)N2CCCC2C(=O)NC2CCCCC2)cc1 (stereo not given) | 1% | · | 12% | i | 0%
CCOc1cc(/C=N\NC(=O)c2ccc(NC(=O)C(C)(C)C)cc2)ccc1OC(=O)c1ccc(C)cc1 | -13% | 4% | -8% | 0.6% | 1%
COc1cccc(/C=C/C(=O)OCC(=O)N2CCCc3ccccc32)c1 | 5% | 22% | -12% | 8.1% | 38%
CC(C)CC(=O)NC(=S)Nc1nc(-c2ccccc2)cs1 | -3% | 73% | 6% | 4.6% | 2%
Oc1ccc(C[C@@H]2CNCCN2CCC23CC4CC(CC(C4)C2)C3)cc1 | 71µM* | ? | 14% | 5.5% | 26%
O=C(NCCCn1ccnc1)c1cc(-c2ccc(Cl)cc2)nc2ccccc12 | 3% | 29% | -10% | 8.2% | 60%
O=C(Nc1ccc(Cl)c(Cl)c1)C1CCCCC1 | -5% | 62% | -17% | 0.5% | 25%
CCCCOc1ccc(C(=O)NCCOc2cccc(OC)c2)cc1 | 0% | 39% | -21% | 1.4% | 11%
O=C(NCCc1ccccc1)C1CCN(C(=O)c2ccc(F)cc2)CC1 | -5% | 11% | -20% | i | -1%
CC(C)(C)NC(=O)C(c1ccc(F)cc1)N(Cc1ccco1)C(=O)CCC(=O)Nc1ccccn1 (stereo not given) | 5% | -1% | -12% | 4.4% | 2%
C=C(COC(C)=O)CC1CC(O)[C@]2(C)OC3CC4OC5C[C@]6(C)O[C@]7(C)CCC8OC9C[C@]%10(C)OC%11C(C)=CC(=O)OC%11CC%10OC9C[C@@H](C)C8OC7CC6O[C@]5(C)C/C=C\C4OC3CC2O1 (stereo not given in full) | · | · | -4% | 0.1% | ·
O=C1C2C3C=CC(C3)C2C(=O)N1c1cccc(-c2nc3ccccc3o2)c1 (stereo not given) | -15% | 13% | -3% | 0.0% | 6%
COc1ccc(NC(=O)CN(C)C(=O)CCSc2ccc(C)cc2)cc1 | 5% | 54% | -3% | 1.4% | 8%
O=C1CN(C(=O)CN2C(=O)NC(c3ccccc3)(c3ccccc3)C2=O)c2ccccc2N1 | · | 17% | 1% | 2.8% | -5%
CCOc1ccc(C2CC(c3c(O)c4ccccc4oc3=O)=NN2c2ccccc2)cc1OC (stereo not given) | -173% | 11% | -17% | 0.1% | -10%
COc1ccc(CNC(=O)C(C)OC(=O)c2cccc(N(C)C)c2)cc1 (stereo not given) | · | 22% | -2% | 2.1% | 9%
O=C(c1ccc([N+](=O)[O-])cc1)N1CCN(c2cccc3[nH]ccc23)CC1 | 7% | -2% | 8% | 1.0% | -2%
NC(=O)C1CCN(c2oc(/C=C/c3ccc(F)cc3)nc2S(=O)(=O)c2ccccc2)CC1 | -3% | 0% | 7% | i | 1%
CCOC(=O)c1c(NC(=O)COC)sc(C)c1C | -16% | 9% | 4% | 0.5% | 12%
O=C1C2CCCN2C(=O)N1CCCN1CCN(c2ccc([N+](=O)[O-])cc2)CC1 (stereo not given) | -6% | 16% | -2% | 0.0% | -1%
N#C/C=C/N1CCC(Cc2ccccc2)CC1 | -29% | 5% | -2% | 0.7% | -2%
CCOC(=O)c1oc2c(CN3CCN(C)CC3)c(O)c(CC)cc2c(=O)c1-c1nc2ccccc2s1 | · | · | -12% | 0.5% | ·
C=CCn1c(SCc2cccc3ccccc23)nnc1-c1cccnc1 | -14% | 28% | 1% | 2.1% | 4%
COc1ccc(OC)c(C2=NOC(C(=O)NCc3ccccn3)C2)c1 (stereo not given) | -2% | 11% | 3% | 4.2% | -7%
O=C(COC(=O)C1(c2ccccc2F)CCCC1)NCc1cccs1 | 3% | 4% | 1% | 0.1% | -1%
CCOc1ccc(N=C(NC#N)SC)cc1 | -4% | -2% | 4% | i | -5%
CCOC(=O)C1CCCN(C2=NC(=O)/C(=C/c3ccc(O)c(OCC)c3)S2)C1 (stereo not given) | 9% | 34% | -3% | 6.4% | 50%
CCOc1ccc(N2C(=O)CC(N)C2=O)cc1 (stereo not given) | -1% | 77% | 0% | 5.0% | 11%
CCc1nnc(NC(=O)c2cc([N+](=O)[O-])ccc2N2CCOCC2)s1 | -2% | -5% | -12% | 1.5% | -1%
COc1ccccc1C(=O)NC(=O)COC(=O)CN1C(=O)NC(C)(C)C1=O | 6% | -2% | 0% | 2.8% | 7%
C[C@@H]1NC(=O)[C@H](CC(N)=O)NC(=O)c2cc([N+](=O)[O-])cc(I)c2OCC[C@@H](C(=O)NC(CC(=O)O)C(N)=O)NC1=O (stereo not given in full) | -19% | 12% | · | · | -4%
Cc1ccc(-c2cc(C(F)F)n3ncc(C(=O)N4CCCCC4c4cccnc4)c3n2)cc1 (stereo not given) | 5% | 21% | -9% | 8.6% | 8%
Cc1ccc(N2NC(=O)/C(=C/c3ccc(-c4ccc(Cl)c(C(=O)O)c4)o3)C2=O)cc1 | -6% | · | 15% | 2.4% | ?
CC(=O)NNC(=S)NC(=O)C(c1ccccc1)c1ccccc1 | 3% | 24% | -12% | 11% | 12%
CCN(CC(=O)N1CCN(C)CC1)S(=O)(=O)c1ccc(Cl)cc1 | 10% | 2% | -8% | 0.1% | -9%
CCCN=C(N)/C(C(=O)OCC)=C(\O)c1ccc(OC)cc1 | 1% | 0% | -1% | 1.2% | -12%
COc1ccc2c(c1)NC(C)(C)C=C2C | -12% | 34% | 1% | 0.2% | 3%
COc1cc(NC(=O)c2ccccc2)c(OC)cc1NC(=O)Cc1ccc(C)cc1 | -2% | -18% | -4% | 0.5% | -7%
O=c1c2[nH]c3ccccc3c2ncn1CCN1CCOCC1 | 8% | -5% | 4% | 5.4% | 3%
Cc1ccc(NC(=O)COc2ccc(C(=O)c3ccccc3)cc2)c(O)c1 | -6% | ? | 8% | 4.1% | -4%
CCN(CC)S(=O)(=O)c1ccc(OC)c(NC(=S)Nc2cccc(C)c2)c1 | -8% | ? | · | · | 6%
O=C(C[C@H]1C[C@H](C(=O)N2CCCCC2)[C@@]2(CCc3ccccc3)c3[nH]c4ccc(Cl)cc4c3CCN2C1=O)NCc1cccc(C(F)(F)F)c1 | · | · | -20% | 7.2% | ·
COc1ccc(OC)c(NC(=O)CSc2nnc(CNC(=O)c3cccs3)o2)c1 | -4% | 9% | -10% | 3.7% | -6%
c1ccc(NC(c2ccccc2)c2ccncc2)cc1 (stereo not given) | -6% | 3% | 18% | i | -1%

Sorted by length of the SMILES (lowest first): some entries from above
SMILES | PhoP GFP inhibition | tuberculosis growth | H1N1 NS1A inhibition | inhibitors of VEEV | M. tuberculosis HTS | others
CCOc1ccc(N=C(NC#N)SC)cc1 | -4% | -2% | 4% | i | -5%
COc1ccccc1C(=O)NC(=O)COC(=O)CN1C(=O)NC(C)(C)C1=O | 6% | -2% | 0% | 2.8% | 7%
C[C@@H]1NC(=O)[C@H](CC(N)=O)NC(=O)c2cc([N+](=O)[O-])cc(I)c2OCC[C@@H](C(=O)NC(CC(=O)O)C(N)=O)NC1=O (stereo not given in full) | -19% | 12% | · | · | -4%
